# Screening results from PubChem.
# CHO-K1 Ca ag – counter-screen for M1 agonists: effect in parental CHO-K1 cells; Fluo-8 calcium fluorescence; scaled to maximal ATP response, vehicle zero; activation, % at 3 µM; hit rate 0.48% among 360,000; AID 602248, 2012; in the data active means activation above about 15%;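 further: untransfected CHO-K1 host cells lacking M1 receptor as counterscreen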
# V1R ag counter – agonists of human V1a receptor, primary screen, counter-screen for OXTR agonist project, fluorescence, CHO-V1R cells. Vasopressin V1a receptor (Homo sapiens), P37288. Fluo-8 calcium fluorescence, agonist mode; 0% DMSO, 100% 3 nM vasopressin. activation, % at 3 µM. hit rate 0.25% among 320,000;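 active means activation above the mean activation of all tested compounds plus 3 SD, per screening run, cut at about 20% in these data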;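 further: signal is peak over basal fluorescence ratio across a 100 second FLIPR read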
# Target sequence (P37288 whole entry, looked up): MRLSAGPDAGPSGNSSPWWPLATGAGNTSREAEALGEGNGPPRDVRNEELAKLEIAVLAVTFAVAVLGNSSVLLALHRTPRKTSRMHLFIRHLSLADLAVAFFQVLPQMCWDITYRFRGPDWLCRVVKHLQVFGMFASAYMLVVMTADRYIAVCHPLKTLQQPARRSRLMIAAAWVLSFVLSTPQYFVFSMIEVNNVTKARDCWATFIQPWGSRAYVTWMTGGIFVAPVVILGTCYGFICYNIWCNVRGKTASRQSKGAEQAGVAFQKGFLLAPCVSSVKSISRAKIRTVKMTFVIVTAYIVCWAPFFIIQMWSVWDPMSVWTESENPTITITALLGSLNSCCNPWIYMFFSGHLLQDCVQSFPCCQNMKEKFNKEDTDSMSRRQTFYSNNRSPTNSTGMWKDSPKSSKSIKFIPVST
# CHO-K1 Ca antag – M1 antagonist counterscreen hit in parental CHO-K1 cells; ATP-induced calcium, Fluo-8 fluorescence; inhibition, % at 3 µM; hit rate 0.6% among 360,000;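 active means inhibition above a per-plate cutoff, the plate's mean sample inhibition plus 3 SD, cut at about 24% in these data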;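 further: 0% = DMSO plus EC80 ATP and 100% = DMSO alone without ATP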
# CHO parental Ca – ATP-evoked calcium signal inhibitors, parental CHO, primary screen, counter-screen for OX1R antagonist project, cell-based, fluorescence, Fluo-8 calcium dye. parental CHO-K1, ATP-induced calcium, Fluo-8 fluorescence. hit rate 0.63% among 330,000. inhibition, % at 5.6 µM;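 active means inhibition above that plate's mean sample inhibition plus 3 SD, cut at about 26% in these data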;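 further: 0% = ATP-challenged DMSO wells and 100% = DMSO wells without ATP; some compounds past the cut are filed as inactive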
#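 test system = CHO parental line | reagent = ATP stimulus | measured by = intracellular calcium via Fluo-8 no-wash fluorescent dye | control set = ATP and no-ATP DMSO wells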
# GPR7 antag – GPR7 receptor antagonists, primary screen, cell-based, fluorescence, single concentration. Neuropeptides B/W receptor type 1 (Homo sapiens), P48145. GPR7-expressing cells, fluorescence antagonist assay. inhibition, % at 4.4 µM. hit rate 1.1% among 290,000; in the data active means inhibition above about 16%, passing the limit was not always enough;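 further: cells stimulated with the agonist NPW; 0% = agonist with vehicle and 100% = vehicle without agonist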
# Target sequence (P48145 whole entry, looked up): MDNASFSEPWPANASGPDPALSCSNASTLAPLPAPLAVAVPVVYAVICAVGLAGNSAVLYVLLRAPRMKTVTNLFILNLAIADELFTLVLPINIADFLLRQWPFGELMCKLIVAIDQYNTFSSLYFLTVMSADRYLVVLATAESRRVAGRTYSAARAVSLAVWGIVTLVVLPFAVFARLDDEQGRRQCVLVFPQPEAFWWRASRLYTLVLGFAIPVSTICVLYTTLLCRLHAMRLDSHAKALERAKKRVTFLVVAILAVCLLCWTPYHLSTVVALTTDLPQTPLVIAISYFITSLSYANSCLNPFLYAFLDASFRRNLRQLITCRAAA
# TAAR1 antag – human TAAR1 antagonists, primary screen, Fluo-8 calcium fluorescence, CHO RD-HGA16 cells. inhibition, % at 3 µM. antagonist. Trace amine-associated receptor 1 (Homo sapiens), Q96RJ0. hit rate 1.5% among 360,000;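 active means inhibition above a per-plate cutoff, the mean inhibition of test compounds on that plate plus 3 SD, cut at about 49% in these data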;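 further: 0% = DMSO plus EC80 beta-PEA response and 100% = DMSO alone without agonist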
# Target sequence (Q96RJ0 whole entry, looked up): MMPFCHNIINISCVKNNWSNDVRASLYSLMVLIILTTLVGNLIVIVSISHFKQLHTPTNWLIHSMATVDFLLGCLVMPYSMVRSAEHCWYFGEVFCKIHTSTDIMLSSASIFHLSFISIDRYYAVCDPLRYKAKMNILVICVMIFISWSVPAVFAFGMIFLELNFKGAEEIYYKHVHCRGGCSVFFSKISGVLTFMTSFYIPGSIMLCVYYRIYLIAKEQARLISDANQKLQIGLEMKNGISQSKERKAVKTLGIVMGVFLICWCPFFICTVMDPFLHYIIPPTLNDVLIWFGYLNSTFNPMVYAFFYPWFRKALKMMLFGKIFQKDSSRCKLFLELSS
#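 Test system – hTAAR1-expressing CHO RD-HGA16 cells, Gα16-coupled · Also added – β-PEA at EC80 concentration, post-compound challenge · Compound – 3 µM, single point · Incubation – dye loading 75 min at 37 °C, then 30 min room temperature · Measured by – Fluo-8 intracellular calcium dye fluorescence, real-time kinetic reads · Benchmarks – vehicle and agonist controls · Replicates – singlicate, one well per test compound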
# OXTR agonist – human OXTR agonists, primary screen, fluorescence, CHO-OTR cells, Fluo-8 calcium; Fluo-8 calcium fluorescence; normalized: DMSO 0%, oxytocin 100%; activation, % at 3 µM; hit rate 0.32% among 320,000; Oxytocin receptor (Homo sapiens), P30559;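 active means activation above the mean of all tested compounds plus 3 SD, cutoff set per screening run, cut at about 20% in these data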;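 further: peak over basal fluorescence ratio from a 100 s FLIPR kinetic read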
# M1 PAM parental – nonselective calcium activators in parental CHO-K1 cells, primary screen, counter-screen for M1 PAM project, cell-based, Fluo-8 calcium fluorescence, full deck, 1536-well; hit rate 0.02% among 360,000; activation, % at 3 µM; ATP EC20; 0% at ATP EC20, 100% at ATP max;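 active means activation above the run cutoff, the mean activation of all test compounds plus 3 SD, cut at about 40% in these data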;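 further: peak over basal fluorescence ratio in a 140 s read after ATP addition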
# OXTR potentiate – human OXTR potentiators, primary screen, fluorescence, CHO-OTR cells, Fluo-8 calcium; Fluo-8 calcium fluorescence, potentiator mode; 0% = oxytocin EC15, 100% = EC100; activation, % at 3 µM; hit rate 0.061% among 320,000;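 active means activation above that plate's cutoff, the mean activation of tested compounds plus 3 SD, cut at about 6.6% in these data, passing the limit was not always enough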;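 further: 100% uses oxytocin at 75 nM as the full agonist control; some results filed as inactive read as strong as hits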
#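 System: human OTR in CHO cells; Also added: sub-maximal oxytocin, roughly EC15; Timing: compound 6 min at room temperature before oxytocin, 100 s read; Technique: Fluo-8 intracellular calcium fluorescence, ex 470-495, em 515-575 nm; Controls: oxytocin EC15 low and EC100 high; Replication: singlicate.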
# The depositor's hits bear a star; x = no result given.
# Values run as follows: CHO-K1 Ca ag, V1R ag counter, CHO-K1 Ca antag, CHO parental Ca, GPR7 antag, TAAR1 antag, OXTR agonist, M1 PAM parental, OXTR potentiate
1	CCCn1c(SCC(=O)Nc2cccnc2Cl)n[nH]c1=O
    0.4, 0.7, -3, 3, x, -7, 1.2, -16, -7
2	CCOc1ccc(C(=O)NCc2ccncc2)cc1OCC
    0.4, 0.7, -2, -4, 2, -8, 0.2, 4, -8
3	Cc1cccc(N2CC(C(=O)Nc3nnc(SCC(=O)Nc4cc(C)on4)s3)CC2=O)c1 (stereo unspecified)
    1.0, -0.2, -10, 1, -4, -2, -0.2, 23, -5
4	COc1ccc(C(C(=O)NC2CCCC2)N(C(=O)CNC(=O)c2ccco2)c2cccnc2)cc1 (stereo unspecified)
    -0.2, -0.7, -7, -15, -1, 3, 1.1, 6, -3
5	COc1ccc(Cl)cc1NC(=O)CCN1C(=O)C2C3CCC(C3)C2C1=O (stereo unspecified)
    1.7, -0.4, 1, -15, -14, 5, 1.3, 2, -12
6	O=C1[C@H]2CC3C=CC2(O3)[C@@H]2OCCCN12 (stereo partly specified)
    0.9, -0.3, -10, -5, x, -6, -0.2, 11, -1
7	c1ccc2c(C[C@@H]3CNCCN3CCC34CC5CC(CC(C5)C3)C4)cccc2c1
    0.8, 3.2, -5, 5, x, -7, 3.2, 7, -7
8	O=C(c1ccco1)N1CCC(c2nc(-c3ccccc3Cl)no2)CC1
    4.1, 5.1, -1, 0, 28*, 1, 5.2, -6, -11
9	O=C(CCN1C(=O)CSC1=O)Nc1ccccc1
    -0.1, -0.9, -16, 1, -5, 10, 0.4, 15, 3
10	N#Cc1cc2c(nc1SCC1COc3ccccc3O1)CCC2 (stereo unspecified)
    0.4, 1.0, -1, -19, -2, 3, -1.6, -2, -16
11	CCOC(=O)c1[nH]c2ccc(OC)cc2c1NC(=O)CCN1CCSCC1
    10, 0.2, 4, 1, -10, -14, -0.2, 19, -9
12	COc1ccc(-c2nnc(SCC(=O)NC(=O)NCc3ccccc3)o2)cc1
    0.2, 1.4, -11, -8, -3, 2, -0.1, 18, -8
13	CCOc1ccc2[nH]c3c(NCCc4ccc(OC)c(OC)c4)ncnc3c2c1
    3.8, -1.1, -4, -22, -1, 51*, -2.7, -6, 0
14	COC(C(=O)Nc1ccnn1C1CCN(Cc2ccc(Cl)s2)CC1)c1ccccc1 (stereo unspecified)
    2.4, -0.3, -14, -12, 14, -17, -1.1, 9, -23
15	O=C(Cc1ccc(S(=O)(=O)N2CCOCC2)s1)Nc1ccccc1N1CCOCC1
    0.4, 0.2, -4, -6, -5, 8, -0.3, 14, -8
16	Cc1ccnc(NS(=O)(=O)c2ccc(NC(=O)c3ccc(S(=O)(=O)N4CCCC4)cc3)cc2)n1
    -0.3, 0.2, 4, 0, -10, 16, 0.5, 13, 7
17	COc1ccc(S(=O)(=O)Nc2ccc3c(c2)C(=O)N([C@H](C)CO)C[C@H](C)[C@@H](CN(C)S(=O)(=O)c2ccccc2)O3)cc1
    0.7, -1.1, -7, -15, x, 6, 0.3, 11, -1
18	O=C(COc1ccccc1)NCC(=O)N/N=C/c1cc(Br)ccc1OCc1ccccc1
    0.7, 1.8, -9, -6, -4, 23, -0.3, 24, -16
19	NC(=O)c1ccc(NC(=O)COC(=O)/C=C/c2ccc(Br)o2)cc1
    0.7, 0.0, -2, -4, x, -1, 0.5, 14, -5
20	Cc1csc(SCC(=O)Nc2cccc(C)c2C)n1
    0.0, -0.7, 5, -13, x, 5, -1.6, -20, -5
21	CC(C)(O)C#Cc1ccc(CN2CCN(Cc3ccccc3)C(CCO)C2)s1 (stereo unspecified)
    0.8, 1.0, -4, -11, 12, -11, 1.7, -6, 0
22	Cn1c(Nc2ccc(Cl)cc2F)nc2cc(-c3ccccc3)sc2c1=O
    -0.1, x, 5, x, x, 38, x, 2, x
23	O=C(O)c1ccc(N/N=C/c2cn(-c3ccccc3)nc2-c2cccs2)cc1
    1.6, -1.2, 3, -6, -5, 44, -1.6, 0, -27
24	O=C(CN1C(=O)c2ccccc2C1=O)N1CCOCC1
    0.1, 1.8, 0, -3, -7, -18, 2.4, 12, -4
25	Cc1ccc2c(c1)NC(=O)C(CC(=O)NCCCN1CCCC1)O2 (stereo unspecified)
    3.5, 0.8, 9, -16, -6, -27, -0.7, 4, 2
26	COc1ccc(NC(=O)COC(=O)[C@@H](NC(=O)c2c(F)cccc2F)C(C)C)cc1
    1.4, 0.2, -7, -12, 2, -9, -0.9, 10, -12
27	COc1cc(/C=C2\C(=N)N3N=C(S(C)(=O)=O)SC3=NC2=O)ccc1OCCOc1ccc(C)cc1
    1.7, 2.2, -11, -8, 22, -6, 0.0, 17, -4
28	Cc1noc(/C=C/N(C)C)c1S(=O)(=O)N1CCCC(C(=O)N2CCCCC2)C1 (stereo unspecified)
    2.1, 1.7, -5, -11, 27*, -25, 0.3, 20, -7
29	CCOc1ccccc1N(CC(=O)NC1CCCCC1)S(=O)(=O)c1ccccc1
    -0.2, 0.2, -10, -31, 0, 6, -2.1, 10, -7
30	Cc1cc(C)c(NC(=O)CSc2nc3[nH]ncc3c(=O)[nH]2)c(C)c1
    0.1, -0.8, 0, 7, -18, -14, -0.9, 5, -17
31	Cn1nc(NC(=O)C(F)(F)F)c2ncc(-c3ccccc3)nc21
    0.1, x, -11, x, x, -11, x, 8, x
32	COc1ccc(NC(=O)CN(C)CC(=O)Nc2cccc(F)c2)cc1S(=O)(=O)N1CCCCC1
    1.3, x, -3, x, x, 13, x, -9, x
33	Cc1ccc(N(C(C)C(=O)Nc2c(C)n(C)n(-c3ccccc3)c2=O)S(C)(=O)=O)cc1C (stereo unspecified)
    -0.3, 1.0, 8, -6, -15, 12, 0.0, -4, -10
34	CCc1ccc(N/C(SC)=C(/C#N)C(N)=O)cc1
    2.0, -0.7, -21, -12, -22, x, -0.6, 28, 3
35	Cc1cccc(N2CC3=C(C2=O)C(c2ccccc2)NC(=O)N3C)c1 (stereo unspecified)
    0.0, 0.0, 0, -10, 8, -2, 0.0, 11, 1
36	O=C(O)c1ccc(-c2nnc(-c3cccc(Br)c3)o2)cc1
    0.2, x, 19, x, 7, 15, x, -7, x
37	COc1cccc(NC(=O)c2cc([N+](=O)[O-])ccc2NCc2cccnc2)c1
    1.1, -1.1, -4, -8, -4, 8, -2.3, 16, -8
38	O=C(Nc1ccccc1C(=O)O)c1ccc(Br)c(S(=O)(=O)NCc2ccccc2)c1
    -1.0, -0.5, 2, -5, -4, -49, 0.1, -5, -2
39	O=C(OCCNC(=O)c1cc2ccccc2oc1=O)c1cccnc1
    0.0, 0.2, 12, -3, -9, 10, 0.2, -5, -10
40	O=C(O)CSc1nnc(CNc2ccc(Cl)cc2)n1Cc1ccccc1
    0.1, 1.0, -9, -14, -10, -15, -0.2, 6, 1
41	COc1ccc(S(=O)(=O)N2CCOCC2)cc1NC(=O)CC1CC2CCC1C2 (stereo unspecified)
    0.0, 0.4, -8, -15, x, 13, -1.9, -14, 3
42	COc1ccc(C2N=C(N)N=C(N)N2c2ccccc2OC)cc1OC (stereo unspecified)
    0.2, 0.5, -19, -12, 12, -2, 0.8, 27, -1
43	C[C@@H](NC(=O)c1nc[nH]c1C(=O)NCc1ccc(CNC(=O)OC(C)(C)C)cc1)c1ccccc1
    0.5, 0.0, -19, -18, x, 35, 1.2, 9, -8
44	CC1=C(C)CC(C(=O)NC2CCCC2)C(C(=O)O)C1 (stereo unspecified)
    0.5, x, -5, x, 3, -24, x, 15, x
45	CCOC(=O)c1cc2c(=O)n3ccccc3nc2n(CCCOC)c1=NC(=O)c1ccncc1
    3.1, 0.3, -9, -19, 4, 43, 0.1, 7, -7
46	CCOc1cc(C(=O)OCC(=O)Nc2ccc(F)cc2Cl)ccc1OCC(=O)N1CCOCC1
    0.2, x, 7, x, x, -19, x, -6, x
47	CCn1c(C)nc2cc(C(=O)NNC(=S)Nc3ccc(F)cc3)ccc21
    0.7, -0.2, 5, -5, -13, -39, 0.3, -1, -2
48	COc1ccc(Cl)cc1-c1nc(SCC(=O)N(C)C)n[nH]1
    0.1, 0.2, -9, -17, -13, -13, -0.1, 12, 0
49	CS(=O)(=O)Nc1ccccc1NS(C)(=O)=O
    0.5, 0.3, -6, -13, -10, -39, 1.5, 13, -3
50	Cc1ccc(N(CC(=O)NC(C)c2ccccc2)S(=O)(=O)c2c(C)noc2C)cc1 (stereo unspecified)
    -0.4, 0.4, -4, -20, -5, -28, -2.9, 10, -6
51	COc1ccc(S(=O)(=O)N(C)C[C@H]2Oc3c(NC(=O)C4CCCCC4)cccc3C(=O)N([C@H](C)CO)C[C@@H]2C)cc1
    0.2, 0.8, -11, -21, x, -7, -0.8, 19, -6
52	CCOC(=O)CC(=O)CSc1nc2c(cc1C#N)CCCCCC2
    0.8, -0.6, 2, -5, x, 1, 2.0, 17, 1
53	COc1ccccc1N1CCN(C(=O)CSc2ccc3c(C)cc(C)nc3n2)CC1
    1.4, -1.0, -6, -19, -11, 6, -0.2, 16, -6
54	Cc1ccc(S(=O)(=O)/N=C(/Nc2c(C)cccc2C)c2ccccc2)cc1
    -1.2, -1.3, 0, -21, x, 1, -2.2, 6, -7
55	Cc1cc(NC(=O)/C(C#N)=C\c2ccc(-c3ccc(SC(F)F)cc3)o2)n(-c2ccccc2)n1
    0.2, x, -6, x, x, -7, x, -1, x
56	CCC(C(=O)NCc1ccco1)N(C(=O)CNS(=O)(=O)c1ccccc1)c1ccccc1C (stereo unspecified)
    1.6, -0.1, -14, -27, -10, -5, -1.1, 27, -12
57	CCOP(=O)(OCC)c1ccc2ccc3ccccc3c(=O)c2c1
    1.1, 1.5, -7, -25, x, 21, -2.2, -10, 9
58	O=C(c1cccc(Cl)c1)N1CCCC(c2ccc(Cl)cc2)=N1
    1.1, 1.1, -19, -42, -4, -23, -0.5, 27, -9
59	Cc1cc(OCCCN2CCN(Cc3ccccc3)CC2)ccc1[N+](=O)[O-]
    8.9, 8.2, 1, 19, 2, -21, 11, 9, -8
60	Nn1c(SCC(=O)NC(=O)Nc2ccc3c(c2)OCCO3)nnc1C1CC1
    0.8, 0.6, -12, 5, -8, 22, 0.4, 7, -5
61	Cc1cc(C(O)c2ncc(-c3ccccc3C)[nH]2)ccc1F (stereo unspecified)
    1.3, x, -3, x, x, 3, x, 11, x
62	CC(=O)OCC(=O)NCC(=O)c1c[nH]c2ccccc12
    -0.1, 1.1, -8, -8, 6, 4, -1.0, 10, -1
63	Cc1ccc(S(=O)(=O)N2C[C@@H]3[C@H]4CC[C@H](C4)[C@@H]3[C@@H](C)[C@@H]2c2ccn([Si](C(C)C)(C(C)C)C(C)C)c2)cc1
    -0.2, x, -7, -14, x, -15, x, 11, x
